Bioassay records (PubChem BioAssay)
Myeloid diff MLP – induction of myeloid progenitor differentiation, primary screen, cell-based, flow cytometry, MLPCN library; ER-HoxA9 myeloid progenitors, lysozyme-GFP differentiation; calls only at 10 µM; hit rate 1% among 360,000; AID 624256, 2012;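 active means normalized GFP-positive differentiation at or above the plate's own cutoff, the solvent-only control mean plus 3 SD; inconclusive means no clear call, values can overlap the other calls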;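 further: cells exposed to compound for four days before flow analysis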
Myeloid diff MLP GFP+ MAC1+ % – also measured in Myeloid diff MLP; calls as there; GFP+ MAC1+ double positive, %; measured here: differentiation confirmed by MAC1 staining
* marks the source's active call; other numbers are inactive results; i = inactive; ? = inconclusive; / = no result given; + = active, no number. This is a subset (hit frequency here may not be typical).

Second line of a record: Myeloid diff MLP	Myeloid diff MLP GFP+ MAC1+ %
- CC(=O)Nc1ccc(C=CC=Cc2cccc([N+](=O)[O-])c2)cc1
→ i	1.5
- Cc1c(Cl)ccc2c(C(O)CBr)cc(-c3ccccc3)nc12 (stereo not drawn)
→ i	1.5
- C[N+](C)(C)CCN1C(=O)c2ccccc2C1=O
→ i	0.6
- O=C(NCc1cccnc1)c1cc(C2CCCCN2S(=O)(=O)c2cccs2)on1 (stereo not drawn)
→ i	1.1
- CC1Cc2[nH]c(=S)[nH]c(=O)c2C(c2ccc(C(C)C)cc2)O1 (stereo not drawn)
→ i	0.9
- COc1ccc(N2c3ccccc3CN(Cc3ccccc3)[C@@H](C)[C@H]2Cc2cccnc2)cc1
→ i	1.4
- COC(=O)[C@@]12C[C@@H](CC(=O)NCCCN3CCCC3=O)C(=O)N(Cc3ccc4c(c3)OCO4)C1=CCC(C)(C)C2
→ i	1.5
- CC(CC(=O)c1ccccc1)=NCC(O)CN=C(C)CC(=O)c1ccccc1 (stereo not drawn)
→ i	0.4
- COc1ccc(CN(C)CCCn2cnc(C(=O)Nc3ccc(C)c(C)c3)n2)cc1OC
→ i	2.6
- CCOC(=O)n1cnc2nc(N)nc(SC)c21
→ i	0.6
- CCCC(C(=O)NC(C)(C)C)N(Cc1ccccc1)C(=O)c1snc(C(N)=O)c1N (stereo not drawn)
→ i	0.8
- O=C(C(O)c1ccccc1)N1CCN(S(=O)(=O)c2ccc(F)c(F)c2)CC1 (stereo not drawn)
→ i	0.9
- CN(C)S(=O)(=O)c1ccc(/C(O)=C2/C(=O)C(=O)N(CCN3CCCCC3)C2c2cccnc2)cc1 (stereo not drawn)
→ i	0.4
- CCOC(=O)C=Cc1ccc(C(=O)OCC)[nH]1
→ i	1.4
- O=C(C(=O)N1CCN(C(=O)c2ccco2)CC1)c1cc2ccccc2o1
→ i	2.5
- Cc1ccc(S(=O)(=O)N2C[C@H]3[C@H]4C(=O)N(c5ccccc5)C(=O)[C@H]4C[C@H](OC(=O)NCc4ccco4)[C@@]3(O)C2)cc1
→ i	0.4
- Cc1cc(F)ccc1-c1cc(C(=O)NCC2CCCCC2)[nH]n1
→ i	1.1
- COc1ccc(C#Cc2cccc(-c3nc(C(=O)NCCCN4CCOCC4)cc4c3[C@H](CCO)N(S(=O)C(C)(C)C)C4)c2)cc1OC (stereo partly drawn)
→ i	2.0
- Nc1ccn([C@@H]2O[C@H](C(=O)NCC(F)(F)F)[C@@H](O)[C@H]2O)c(=O)n1
→ i	0.7
- CC1(C(=O)NCc2ccc3c(c2)OCO3)CCN1C(=O)C1(c2ccc(Cl)cc2)CC1 (stereo not drawn)
→ i	1.4
- CC(=O)C1CCC2C(CCC3=CC(=O)CCC32)C1 (stereo not drawn)
→ i	0.7
- O=C(C1CCCCC1)N1C[C@H](n2cc(-c3ccc(F)cc3)nn2)[C@@H](O)C[C@@H]1c1ccc(Cl)cc1
→ i	1.4
- CCCc1nc2c(C)cc(Br)cn2c1Cc1ccc(C)cc1
→ i	0.8
- COc1ccc(C(=O)C2CCCN(C(=O)c3csc(SC)n3)C2)cc1F (stereo not drawn)
→ i	1.1
- O=[N+]([O-])c1ccc2cccnc2c1
→ i	2.0
- CC1(C(=O)NS(=O)(=O)c2cccc(OC(F)F)c2)CCN1C(=O)c1ccccc1 (stereo not drawn)
→ i	1.4
- CCCc1c(-c2cccc(Cl)c2)ncn1Cc1ccccc1OC
→ i	1.0
- O=C(Nc1ccc(Br)cc1Br)Nc1cccc2[nH]c([C@@H]3O[C@H](CO)[C@@H](O)[C@H](O)[C@H]3O)nc12
→ i	2.6
- O=C1NCC(Nc2ccccc2Cl)C(=O)N1 (stereo not drawn)
→ i	0.7
- OC[C@@H]1CN(Cc2ccc(F)cc2)C[C@H](n2cnc3c(NCc4ccncc4)ncnc32)O1
→ i	0.8

Record cards, as listed above. Values in the order: Myeloid diff MLP | Myeloid diff MLP GFP+ MAC1+ %
CC(=O)C1CCC2C(CCC3=CC(=O)CCC32)C1 (stereo not drawn) reads i | 0.7
CCOC(=O)C=Cc1ccc(C(=O)OCC)[nH]1 reads i | 1.4
CC(CC(=O)c1ccccc1)=NCC(O)CN=C(C)CC(=O)c1ccccc1 (stereo not drawn) reads i | 0.4
O=C(Nc1ccc(Br)cc1Br)Nc1cccc2[nH]c([C@@H]3O[C@H](CO)[C@@H](O)[C@H](O)[C@H]3O)nc12 reads i | 2.6

New compounds follow:
Second line of a record: Myeloid diff MLP	Myeloid diff MLP GFP+ MAC1+ %
- COc1ccccc1C1SCCN1S(=O)(=O)c1ccccc1 (stereo not drawn)
→ i	0.9
- Nc1[nH]c(C(=O)c2ccccc2)c(-c2ccccc2C(F)(F)F)c1C(=O)NCCc1cccs1
→ i	1.0
- CC[C@H]1O[C@H](C)CC2=C1C(=O)OC(C)(C)O2
→ i	1.2
- CSc1ncccc1C(=O)N1CCC(C)(C(=O)O)C1 (stereo not drawn)
→ i	2.5
- CCC/C=C/c1ccc(CN2C(C)C(=O)N(Cc3cn(Cc4ccco4)nn3)CCS2(=O)=O)cc1 (stereo not drawn)
→ i	0.6
- O=C(Nc1ccc(F)c(Cl)c1)Nc1nnc([C@@H]2O[C@H](CO)[C@@H](O)[C@H]2O)s1
→ i	0.9
- COc1ccc(C2OCC(C)([N+](=O)[O-])CO2)cc1 (stereo not drawn)
→ i	0.8
- CNC(C)C(=O)NC(C(=O)NC(C)C(=O)NNc1ccccc1)C(C)C (stereo not drawn)
→ i	2.0
- COc1ccc(OC)c(NS(=O)(=O)c2ccc3[nH]c(=O)[nH]c3c2)c1
→ i	0.7
- CC12CCC(=O)C=C1C(F)CC1C2C(O)CC2(C)C1CCC2(O)C(=O)CO (stereo not drawn)
→ i	1.8
- O=C(CN1CCCCC1)Nc1ccc(S(=O)(=O)c2ccc(NC(=O)CN3CCCCC3)cc2)cc1
→ i	0.6
- C[C@H]1CN([C@@H](C)CO)C(=O)CCCn2cc(nn2)CO[C@@H]1CN(C)S(=O)(=O)c1ccc(-n2cccn2)cc1
→ i	0.5
- COc1ccc(CN(C)C(=O)C2CC(=O)N(c3ccc4c(c3)OCCO4)C2)cc1 (stereo not drawn)
→ i	1.8
- CN(C)CCN(Cc1ccccc1)C(c1cc2ccccc2o1)c1nnnn1C(C)(C)C (stereo not drawn)
→ i	0.9
- CCCCN1C(=O)C(CC(=O)NCc2cccc3ccccc23)CC(C(=O)N(CC)CC)=C1C (stereo not drawn)
→ i	0.7
- O=CNc1cc(-c2ccccc2Oc2ccccc2)cn2c(-c3ccc(F)cc3)cnc12
→ i	0.4
- O=S(=O)(NC1CCc2ccccc21)c1ccccc1 (stereo not drawn)
→ i	1.4
- CC(=O)Nc1cc(-c2ccc(N3CCN(C)CC3)cc2)cn2c(-c3ccc(F)cc3)cnc12
→ ?	/
- COC(=O)C(C)(C)c1cccnc1C#N
→ i	1.9
- CC1(C(=O)NS(=O)(=O)Cc2cccc(Cl)c2)CCN1C(=O)CC1CCCC1 (stereo not drawn)
→ i	1.1
- CC1(C(=O)NCc2cccc(C(F)(F)F)c2)CCN1CCc1ccccc1 (stereo not drawn)
→ i	0.6
- O=C1NC[C@H](CCCCN2C[C@@H](Cc3ccccc3)N(CC3CCCCC3)C(=O)C2=O)N(CCC2CCCCC2)C1=O
→ i	1.6
- COc1ccc(-c2oc3c(c2C#CC2(O)CCCCC2)C(OC(C)=O)CCC3)cc1 (stereo not drawn)
→ i	0.7
- Cc1nnc(SCC(=O)NC2CCCCC2)n1-c1ccccc1
→ i	1.7
- CC(C)NC(=O)C1(C)Cc2c(-c3ccc(C(N)=O)cc3)ccnc2O1 (stereo not drawn)
→ i	5.0
- Cc1ccc(S(=O)(=O)N(C)C)cc1NC(=O)C(C)OC(=O)c1ccc2c(=O)n3c(nc2c1)CCC3 (stereo not drawn)
→ i	0.5
- Cc1cccc(C(=O)N2CCC(=O)N([C@H](COCc3ccc(Cl)cc3)Cc3ccccc3)CC2)c1
→ i	0.9
- COCCN(CCOC)Cc1cc(=O)oc2cc(C)c(Cl)cc12
→ i	0.8
- COc1ccc(/C=C/C(=O)OCC(=O)NC2CCCCCC2)cc1
→ i	0.4
- Cc1ccc(C(=O)NCCN2CCC(n3c(=O)[nH]c4ccccc43)CC2)cc1C
→ i	0.5
- O=C1CNC(c2ccccc2)C(c2ccccc2)N1 (stereo not drawn)
→ i	1.6
- CCOc1ccccc1C=NNC(=O)C1CC1
→ i	0.5
- C[C@@H]1CN([C@H](C)CO)C(=O)CCCn2nncc2CO[C@H]1CN(C)Cc1cccc(C(=O)O)c1
→ i	1.1
- CS(=O)(=O)N1CCCCC1c1cc(C(=O)Nc2cccc3c2CCCC3)no1 (stereo not drawn)
→ i	1.0
- Cc1cc2c(cc1C)NC(=O)C(C)CN2 (stereo not drawn)
→ i	1.0
- Cc1ccccc1NC(=O)Nc1nc(C2CCC(=O)N2)cs1 (stereo not drawn)
→ i	0.6
- O=S(=O)(Nc1ccccc1)N1CCCCC1
→ i	0.7
- Cc1cc(C(=O)CCC(=O)Nc2cccc(F)c2)c(C)s1
→ i	1.5
- CC(C)(C)OC(=O)N1CCC(C(=O)Nc2cccc(C(=O)NCc3ccccc3)c2)CC1
→ i	1.0
- COc1ccccc1C(=O)NCC(=O)OCc1nnc(-c2ccccc2)o1
→ i	0.5
- CN(C(=O)c1cccc(NC(=O)Cc2ccc(NC(=O)C3CCN(C(=O)c4ccccc4)CC3)cc2)c1)C1CC1
→ i	0.4
- C=CCN1C(=O)C(=Cc2ccc3c(c2)CCC3)SC1=S
→ i	1.3
- COc1ccc(NC(=O)c2cc(C3CCCCN3C(=O)c3ccccc3)on2)c(C)c1 (stereo not drawn)
→ i	2.6
- O=C(/C=C/c1ccccc1O)c1ccccc1
→ i	1.4
- CC1=NN(c2ccc([N+](=O)[O-])cc2)C(=O)C1
→ i	0.8
- CCc1nc2c(OCc3ccc(C#N)cc3)cccn2c1N(C)C(=O)C(C)C
→ i	0.6
- CCc1ccc([C@@H]2C[C@H]3[C@@H](CN2S(=O)(=O)c2ccc(C)cc2)C(=O)C[C@@H](c2ccc(Cl)cc2)N3S(=O)(=O)c2ccc(C)cc2)cc1
→ i	1.1
- Cc1ccn(CC(=O)N2CCCC(N3CCN(c4cccc(C(F)(F)F)c4)CC3)C2)n1 (stereo not drawn)
→ i	0.9
- O=C1NC[C@H](CCCCN2CCN(CC3CCCCC3)C(=O)C2=O)N(CCC2CCCCC2)C1=O
→ i	1.2
- COc1cccc(CNC(=O)[C@@H]2CCCN2C(=O)[C@@H]2CCCN2C(=O)c2c(F)cccc2F)c1
→ i	1.0

The list goes on:
Second line of a record: Myeloid diff MLP	Myeloid diff MLP GFP+ MAC1+ %
- CSc1nc(=O)n(CCC#N)nc1SC
→ i	0.9
- O=C(Nc1ccc(Cl)cn1)c1ccccc1-c1ccccc1
→ i	0.6
- C[C@@H]1CN([C@@H](C)CO)C(=O)c2cc(Br)cnc2O[C@@H]1CN(C)S(=O)(=O)c1ccc(F)cc1
→ i	0.4
- COc1ccc(S(=O)(=O)N(C)[C@H]2C[C@H]3c4cc(N5CCN(C)CC5)ccc4CCN3C(=O)[C@H]2[C@H](C)O)cc1
→ i	2.0
- Cn1c(COc2ccccc2)nnc1SCC(=O)Nc1nnc(C2CC2)s1
→ i	0.9
- C=C1C(=O)[C@]23C[C@H]1CCC2[C@@]1(C)C(C[C@@H]3O)[C@](C)(C(=O)O)CC[C@@H]1O (stereo partly drawn)
→ +	3.8*
- CCCCCC(=O)N1C[C@H](O)[C@@H](n2cc(C3CC3)nn2)C[C@@H]1c1ccc(C)cc1
→ i	0.7
- COc1ccc(CNC(=O)CN2CCC(NC(=O)c3cccc(OC)c3)CC2)cc1
→ i	0.5
- COc1ccccc1CNC(=O)COC(=O)c1cnc(C)cn1
→ i	0.5
- CC1(Oc2cccc(Cl)c2)CCN(Cc2ccc(OC(F)(F)F)cc2)C1 (stereo not drawn)
→ i	1.5
- O=C(NCCN1CCOCC1)c1cc(-c2ccccc2)nc2ccccc12
→ i	0.4
- Fc1ccc(Nc2nc(NCc3cccs3)nc3ccsc23)cc1
→ i	1.3
- O=C(NCc1ccccc1)c1cc(C2CCCCN2C(=O)c2ccc(Cl)cc2)on1 (stereo not drawn)
→ i	0.9
- COc1cc(-c2cnc3c(NC=O)cc(-c4cccc(C(=O)NCCN(C)C)c4)cn23)cc(OC)c1OC
→ i	1.2
- CCC(=O)Nc1ccc2c(c1)OC[C@@H](C)N(C(=O)c1ccccn1)C[C@@H](C)[C@@H](OC)CN(C)C2=O
→ i	2.6
- O=C(CN1CCN(C(=O)c2ccco2)CC1)Nc1cc(S(=O)(=O)N2CCCC2)ccc1Cl
→ i	0.9
- N#Cc1c(Nc2ccccc2)[n+]([O-])c2ccc(Cl)cc2[n+]1[O-]
→ ?	/
- Nc1ccc2c(O)cc(S(=O)(=O)O)cc2c1
→ i	0.9
- CCOc1cccc(CN2CCC(Oc3ccc(C(=O)N4CCCC4)cc3)CC2)c1O
→ i	1.5
- O=C(NCc1cccnc1)c1cc(C2CCCCN2C(=O)OCc2ccccc2)on1 (stereo not drawn)
→ i	0.2
- CCCOc1ccc(F)cc1-c1cc(C(=O)Nc2cc(OC)c(OC)c(OC)c2)[nH]n1
→ i	1.5
- COc1cccc(Nc2nc(C(C)N)cs2)n1 (stereo not drawn)
→ i	1.3
- COc1ccccc1C(=Cc1ccc([N+](=O)[O-])cc1)C(=O)O
→ i	0.6
- COC(=O)C1(C(=O)OC)C(C(=O)c2ccccc2)C1c1ccccc1 (stereo not drawn)
→ i	1.1
- COc1ccc(OC(F)(F)F)cc1CC1(C)C(=O)Nc2cccc(Cl)c21 (stereo not drawn)
→ i	0.8
